# PLC-beta3 inh: human PLC-beta3 inhibitors, primary screen, biochemical, fluorescence | 1-phosphatidylinositol 4,5-bisphosphate phosphodiesterase beta-3 (Homo sapiens), Q01970 | Purified PLC-beta3, fluorogenic substrate | inhibition, % at 12.2 µM | 370,000 compounds, 0.18% hits | AID 720704, 2013; in the data active means inhibition above about 11%;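 further: 0% = median of compound wells on plate and 100% = full blocker control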
# hcDAF-12 act: H. contortus DAF-12 nuclear receptor activators, primary screen, cell-based, luminescence, HEK293, lit1-tk-luc reporter. HEK293 hcDAF-12 lit1-tk-luc reporter; 0% DMSO, 100% Δ7-dafachronic acid. activation, % at 6.8 µM. 370,000 compounds, 1.4% hits. AID 652067, 2013;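 active means activation above the mean of all tested compounds plus 3 SD, cut at about 5.5% in these data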;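 further: 100% = response to 3 µM Δ7-dafachronic acid high control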
# hgDAF-12 ag: H. glycines DAF-12 receptor agonists, primary screen, cell-based, luminescence, HEK293, GAL4 fusion, UAS-luciferase | Nuclear hormone receptor DAF-12 (Heterodera glycines), GAL4 fusion | HEK293 GAL4-hgDAF12 UAS-luciferase reporter, agonist luminescence; normalized to butyrate control | activation, % at 6.8 µM | 370,000 compounds, 1.8% hits | AID 687014, 2013;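 active means activation above a cutoff set at the mean of all screened compounds plus 3 SD, cut at about 10% in these data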;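 further: 0% = DMSO wells and 100% = sodium butyrate wells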
# HGIII-sPLA2 inh: human group III sPLA2 inhibitors, primary screen, biochemical, QFRET, BODIPY PC-A2 liposome substrate. Group 3 secretory phospholipase A2 (Homo sapiens), Q9NZ20. QFRET BODIPY PC-A2 liposome hydrolysis, fluorescence. inhibition, % at 12.2 µM. 370,000 compounds, 0.56% hits. AID 743126, 2013;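 active means inhibition above mean plus 3 SD of compounds lying within the high and low control bounds, cut at about 19% in these data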;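 further: 0% = median of test compound wells and 100% = no enzyme DMSO wells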
# Target sequence (Q9NZ20 whole entry, looked up): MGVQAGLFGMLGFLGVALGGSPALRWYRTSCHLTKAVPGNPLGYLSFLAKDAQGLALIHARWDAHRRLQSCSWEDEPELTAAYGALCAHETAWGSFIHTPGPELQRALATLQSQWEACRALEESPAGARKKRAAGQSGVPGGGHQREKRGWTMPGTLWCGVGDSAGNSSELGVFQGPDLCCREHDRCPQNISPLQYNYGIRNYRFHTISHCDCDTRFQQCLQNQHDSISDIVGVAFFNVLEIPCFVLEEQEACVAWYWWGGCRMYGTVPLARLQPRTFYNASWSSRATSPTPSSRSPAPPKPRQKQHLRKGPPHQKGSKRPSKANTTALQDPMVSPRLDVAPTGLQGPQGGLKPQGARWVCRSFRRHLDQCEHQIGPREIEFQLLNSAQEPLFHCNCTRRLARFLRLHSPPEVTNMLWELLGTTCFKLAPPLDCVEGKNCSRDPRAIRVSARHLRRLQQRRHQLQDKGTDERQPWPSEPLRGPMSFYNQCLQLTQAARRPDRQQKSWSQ
# SMARCA2 activ: SMARCA2 (BRM) function activators, primary screen, cell-based, luminescence, high throughput. activation, % at 9.1 µM. 370,000 compounds, 1% hits. MG213 cells, MMTV-luciferase reporter, dexamethasone, overnight. AID 652017, 2013; in the data active means activation above about 7.8%;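 further: 0% = vehicle wells and 100% = reference activator wells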
# NR1D1 modulator: modulators of Rev-erb alpha DNA binding, primary screen, biochemical, FITC-DNA, fluorescence polarization, uHTS | Rev-erbα–FITC-DNA binding, 90 min | activity, % at 10 µM | 370,000 compounds, 0.79% hits | AID 1259318, 2017;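 active means activity above about 14%, limit read from the data; passing the limit was not always enough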;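 further: 0% = DMSO wells with 35 nM protein and 100% = DMSO wells with 750 nM protein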
# PG9 Ab binder: binders of HIV-1 gp120 antibody PG9, primary screen, biochemical, TR-FRET; TR-FRET gp120-PG9 antibody binding; inhibition, % at 6.7 µM; 360,000 compounds, 0.43% hits; in the data active means inhibition above about 8.5%
# DAX1 inh-1: DAX1 (NR0B1) inhibitors, primary screen, cell-based, HEK293, Gal4-DAX1, luciferase luminescence | Nuclear receptor subfamily 0 group B member 1 (Homo sapiens), P51843 | HEK293 Gal4-DAX1 luciferase reporter | inhibition, % at 6.75 µM | 340,000 compounds, 0.99% hits | AID 504766, 2011;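 active means inhibition above the mean over all tested compounds plus 3 SD, cut at about 4.2% in these data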;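 further: 0% = DAX1-transfected cells with DMSO and 100% = empty-vector control cells with DMSO; inhibition shows as a rise in luminescence from relieved DAX1 repression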
# Target sequence (P51843 207-470 limits assumed): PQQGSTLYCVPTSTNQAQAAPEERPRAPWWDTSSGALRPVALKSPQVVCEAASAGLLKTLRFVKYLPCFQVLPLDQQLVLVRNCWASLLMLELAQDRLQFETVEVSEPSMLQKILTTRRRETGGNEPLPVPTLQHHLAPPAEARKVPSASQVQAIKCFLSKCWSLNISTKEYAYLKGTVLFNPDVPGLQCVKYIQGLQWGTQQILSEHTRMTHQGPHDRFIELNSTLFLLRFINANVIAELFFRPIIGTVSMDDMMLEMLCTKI
# DAX1 inh-2: DAX1 (NR0B1) inhibitors on StAR promoter, primary screen, cell-based, luminescence, SF-1 (NR5A1), full-length DAX-1; 370,000 compounds, 1.1% hits; AID 652010, 2013; HEK293T StAR-luciferase reporter, SF-1/DAX-1 repression relief; inhibition, % at 6.8 µM;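 active means inhibition above the mean over all tested compounds plus 3 SD, cut at about 3.6% in these data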;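 further: 0% = DAX-1 cells with DMSO and 100% = cells lacking DAX-1 with DMSO; higher inhibition means more luminescence from relief of DAX-1 repression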
# FXN GAA850 act: FXN promoter activators, primary screen, cell-based, luciferase luminescence, HEK293 lucGAA850 | HEK293 lucGAA850 FXN promoter luciferase reporter, 24 h; percent of 10 µM SAHA response | AID 540364, 2011 | 360,000 compounds, 0.56% hits | activation, % at 6 µM;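 active means activation above the average of all compounds screened plus 3 SD, cutoff fixed separately per campaign, cut at about 7.5% in these data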;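 further: 0% = DMSO wells and 100% = 10 µM SAHA wells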
# ssDAF12 agonist: S. stercoralis DAF-12 nuclear receptor activators, primary screen, cell-based, luminescence, HEK293, GRIP1 co-expression, lit1-tk-luc | activation, % at 6.8 µM | 370,000 compounds, 1% hits | Nuclear hormone receptor DAF-12 (Strongyloides stercoralis) | HEK293 ssDAF-12/GRIP1 lit1-tk-luc reporter; % of 3 µM dafachronic acid response;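 active means activation above the mean over all tested compounds plus 3 SD, cut at about 0.9% in these data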;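 further: 0% = DMSO-only wells and 100% = 3 µM delta7-dafachronic acid wells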
# * marks the source's active call; other numbers are inactive results; i = inactive; . = not tested or not shown.
Compound	FXN GAA850 act	PLC-beta3 inh	DAX1 inh-1	hcDAF-12 act	HGIII-sPLA2 inh	SMARCA2 activ	DAX1 inh-2	PG9 Ab binder	NR1D1 modulator	ssDAF12 agonist	hgDAF-12 ag
CC1(c2nnc(-c3ccncc3)o2)CC(c2ccc(F)cc2)=NO1 (stereo not drawn)	1.7	1	-0.9	-2.8	0	0	-0.9	-1.5	-5	-1.7	0.7
CCOC(=O)CNC(=O)Nc1cccc(Cl)c1C	1.0	-1	-0.6	-1.9	3	-4	-0.3	0.4	-1	-0.9	2.4
N#Cc1ccc(CN2CCN(C(=O)c3cc(Cl)c4c(c3)OCCO4)CC2)cc1	0.5	-6	-0.5	-1.3	0	-1	-1.4	-2.8	1	-1.2	0.6
C=CCNS(=O)(=O)c1ccc(C(=O)OCc2cc(=O)oc3cc(OC)ccc23)cc1	2.2	-86	-0.3	-1.5	-11	-4	-0.5	-0.7	11	-1.0	0.0
CC(C)C[C@@H](CO)N1CCNCCC1=O	1.5	0	0.4	0.3	6	0	-0.5	-1.0	-1	-0.9	0.0
O=S(=O)(c1cc(F)cc(F)c1)N1CCN(c2ncccn2)CC1	-0.1	-3	-0.3	-1.3	-1	0	-0.2	-2.3	1	-0.9	-2.1
CCOC(=O)N/N=C\c1ccc(OC(=O)c2ccc3c(c2)OCO3)cc1	2.3	-1	-0.6	0.3	3	-1	0.1	-0.3	-3	-1.5	0.5
O=C(CN1C2CCC1CC(NC(=O)Nc1ccccc1)C2)NCc1ccco1 (stereo not drawn)	1.8	1	1.1	-1.5	-3	0	-0.6	0.9	-4	-0.2	-1.1
COc1ccc(/C=N\NC(=O)c2ccccc2OC)cc1COc1c(F)c(F)c(F)c(F)c1F	2.1	-12	1.0	5.0	-11	-1	1.6	-0.4	5	-0.2	1.8
CC(=O)c1cc2c(cc1NS(=O)(=O)c1ccc(C)cc1)OCO2	3.8	-5	0.8	1.0	-1	-4	-0.6	1.4	-4	-1.0	-0.5
CC(C)CN(C(=O)CN1CCN(c2ccccc2O)CC1)c1c(N)n(CC(C)C)c(=O)[nH]c1=O	1.3	0	-0.8	-0.2	-3	-2	-0.2	-1.8	-3	-1.1	-1.8
Cc1ccc(NNC(=O)Nc2ccc(Cl)cc2)nn1	1.1	-3	.	2.0	19	-2	-0.4	2.6	-2	-1.1	-2.9
Cc1ccccc1NC(=S)N(CCN1CCCCC1)Cc1ccco1	-2.5	-3	-0.1	-0.1	6	-2	-0.5	-0.3	0	-1.8	0.2
CC(C)C(C(=O)NCC1CCCO1)N(C(=O)CNS(=O)(=O)c1ccc(F)cc1)C1CCCCC1 (stereo not drawn)	-0.2	-6	1.9	-1.9	-4	-1	-0.2	0.0	1	-1.2	-0.4
COc1ccc(CCC(=O)Nc2cc3c4c(c2)CC(=O)N4CCC3)cc1	0.6	-51	0.5	-1.4	-17	2	1.6	-0.2	-4	-0.9	0.5

# Following part:
Compound	FXN GAA850 act	PLC-beta3 inh	DAX1 inh-1	hcDAF-12 act	HGIII-sPLA2 inh	SMARCA2 activ	DAX1 inh-2	PG9 Ab binder	NR1D1 modulator	ssDAF12 agonist	hgDAF-12 ag
O=c1c2c(-c3cccc([N+](=O)[O-])c3)ccnc2[nH]n1-c1ccccc1	1.8	-5	0.0	-0.9	5	1	-0.5	-3.3	0	-1.3	3.1
COc1ccc(C(=O)NC(=S)Nc2cccc(Cl)c2N2CCOCC2)cc1[N+](=O)[O-]	-0.4	2	0.9	0.1	7	2	1.4	0.2	-5	-1.2	0.2
CC1CCCC(C)N1C(=O)COC(=O)c1cc([N+](=O)[O-])ccc1N1CCOCC1 (stereo not drawn)	-0.5	3	0.6	-1.1	6	-1	-1.6	0.2	6	-1.1	-2.5
CC1(C(=O)NS(=O)(=O)c2cccc(Cl)c2)CCN1C(=O)CC1CCCC1 (stereo not drawn)	-0.4	-3	.	-0.2	-8	-1	0.3	-1.6	-1	-1.0	-0.7
C=CCNC(=O)COC(=O)COc1ccc(Cl)cc1	-0.2	-8	-0.6	-1.1	2	-3	0.3	1.4	1	-0.8	2.3
Cc1n[nH]c(C)c1Cc1c(F)cccc1Cl	-0.8	-7	1.2	-1.9	5	-2	-0.2	-2.4	-6	-0.4	1.2
CN1N=C(C(=O)N2CCc3c([nH]c4ccccc34)C2c2ccccc2Cl)CCC1=O (stereo not drawn)	1.9	-11	0.1	7.8*	-11	5	2.0	1.0	-1	1.7*	12*
CCCCCCN1C2=NCCN2c2ccccc21	-1.3	2	-0.3	-1.3	1	-3	-0.9	0.6	1	-1.7	-1.0
CCOc1cc(/C=C2/C(=N)N3N=C(C)SC3=NC2=O)ccc1OS(=O)(=O)c1ccc(C)cc1	-0.5	-19	0.6	-0.8	-11	-1	-0.2	4.7	2	-1.0	-0.4
Cc1cc[n+](CC(=O)Nc2ccccc2)cc1	1.7	-2	-0.3	1.6	3	-1	0.3	0.8	-6	-0.8	3.4
COc1ccc(C(=O)NC2CCSC2=O)cc1 (stereo not drawn)	0.0	-1	0.1	-1.4	-2	-2	0.5	0.7	-2	-1.4	-1.5
Cc1cc(C)c2nc(N3CCCC(C(=O)NCCN4CCOCC4)C3)sc2c1 (stereo not drawn)	4.0	-19	0.9	1.7	3	1	1.9	1.2	-8	-1.0	5.8
CC(C)=CCN1CCN(CCCc2ccccc2)CC1CCO (stereo not drawn)	1.8	-3	2.1	-0.4	4	-2	-0.2	-0.8	-3	-1.0	-1.0
CCOC(=O)c1ccc(-c2c(-c3ccc(OC)cc3)oc(=O)c3cc(OC)c(OC)cc23)cc1F	-1.6	-19	0.2	-1.9	5	2	-0.3	0.2	5	-1.3	1.4
Cc1ccc(NC(=O)CSc2nnc(CNC(=O)c3ccco3)o2)cc1Cl	-0.3	-7	-0.1	-1.4	-8	-4	-0.1	0.1	-2	-1.1	-1.1

# The list goes on.
Compound	FXN GAA850 act	PLC-beta3 inh	DAX1 inh-1	hcDAF-12 act	HGIII-sPLA2 inh	SMARCA2 activ	DAX1 inh-2	PG9 Ab binder	NR1D1 modulator	ssDAF12 agonist	hgDAF-12 ag
C[C@@H]1CN([C@H](C)CO)C(=O)c2c(c3ccccc3n2C)-c2ccccc2CO[C@H]1CN(C)C(=O)c1cc(Cl)cc(Cl)c1	1.3	-13	4.3*	0.5	0	-5	0.0	-1.2	1	-0.1	-1.6
OCC[C@@H]1C[C@H](O)[C@@H](O)[C@@]2(CCCO2)O1	1.6	-1	0.8	-2.4	10	1	-0.1	-1.1	-4	-1.3	-0.8
Cc1ccc(C)c(OCC(=O)Nc2ccccc2C(=O)N2CCOCC2)c1	-0.1	-4	1.2	-0.4	-2	-1	-0.5	-1.8	10	-1.0	-0.8
COc1cc(C(=O)O[C@H]2C/C(C)=C/CC[C@]3(C)O[C@@H]3C(O)C2C(C)C)cc(OC)c1OC (stereo partly drawn)	-7.7	3	-1.2	-1.6	-16	-2	-0.5	-0.2	-8	-1.1	-0.9
c1ccc(CC2CCN(C(c3cccs3)c3nnnn3C3CCCC3)CC2)cc1 (stereo not drawn)	-0.3	0	-0.1	-1.4	1	-3	0.5	-0.5	-1	-1.1	-0.3
CCCC1CCc2c(sc(N)c2C(N)=O)C1 (stereo not drawn)	-1.0	-47	-0.4	-1.4	-5	1	-0.7	-1.2	-5	-1.3	-3.9
CCOC(=O)c1sc(N)c(C(=O)OCC)c1COC(=O)C1CC(=O)N(Cc2ccco2)C1 (stereo not drawn)	1.3	3	-0.5	-2.2	-6	1	-1.3	-4.0	-3	-1.0	1.2
CCCN1C(=O)c2cc(C(=O)Nc3ccc(OC)c(OC)c3)ccc2C1Nc1ccc(OC)c(OC)c1 (stereo not drawn)	-2.1	0	2.2	-1.1	-2	-2	0.2	-1.5	6	-1.3	-1.8
Cc1sc(NC(=O)Cn2c(=O)oc3ccccc32)nc1-c1ccc(Cl)cc1	0.8	3	0.5	-1.3	5	-3	-0.1	-0.5	-2	-1.0	-3.4
CC(C)c1ccc(NC(=O)c2ccc3c(c2)CCN3S(C)(=O)=O)cc1	-0.1	-7	-0.8	-3.9	10	-3	-0.7	-0.7	6	-1.6	2.6
CCn1c(NCCCO)nc2c(c1=O)C(C)(CC)Cc1ccccc1-2 (stereo not drawn)	1.0	i	-0.4	-0.9	0	-4	-0.5	0.1	-5	-0.8	-0.9
Cc1cc(NS(=O)(=O)c2ccc(NC(=O)COc3ccccc3[N+](=O)[O-])cc2)no1	3.9	-5	0.3	3.4	-30	-2	1.5	-2.3	-17	-0.5	-0.2
C/C(=N/NC(=O)CNC(=O)/C=C/c1ccco1)c1ccc(Cl)cc1	1.1	-14	-0.3	-2.2	-8	-2	-0.1	-0.4	-5	-1.2	-1.0
CCOc1ccc(NC(=O)CCN2CCN(S(=O)(=O)c3ccc(F)cc3)CC2)cc1	-2.5	-7	0.0	-1.5	-7	-2	-0.7	1.6	-5	-1.0	-2.4
COC(=O)c1c(NC(=O)c2ccccc2OC)sc(C(=O)N2CCOCC2)c1C	0.2	-51	0.1	-2.9	2	-4	0.0	1.1	5	-1.1	2.1

# Next part.
Compound	FXN GAA850 act	PLC-beta3 inh	DAX1 inh-1	hcDAF-12 act	HGIII-sPLA2 inh	SMARCA2 activ	DAX1 inh-2	PG9 Ab binder	NR1D1 modulator	ssDAF12 agonist	hgDAF-12 ag
O=C(CN1C(=O)NC2(CCCC2)C1=O)Nc1nc(-c2ccc(F)c(F)c2)cs1	0.2	-7	-0.1	-0.6	-14	-1	-1.3	-0.2	-4	-1.4	-1.3
O=C(Cc1cccc(NC(=O)C2CCN(C(=O)C3CC3)CC2)c1)Nc1cccc(C(=O)N2CCOCC2)c1	-0.9	3	-1.4	0.2	-1	-2	1.1	-0.1	1	-1.2	8.9
Cc1ccc(NC(=O)c2oc3ccccc3c2NC(=O)C2CC2)cc1	1.2	-13	0.6	1.2	-7	-3	-0.5	-0.7	-1	-1.2	0.4
C=C(C)C(=O)N1CC2(CC(c3cccc(NC(=O)COc4ccc(Cl)cc4)c3)=NO2)C[C@@H]1C(N)=O (stereo partly drawn)	0.8	1	1.1	-1.4	-5	0	-0.4	-0.2	-1	-1.3	-2.9
O=C(CCN1C(=O)c2ccccc2C1=O)NCc1ccncc1	0.7	2	1.1	-1.0	3	0	1.1	-0.2	1	-0.4	-0.1
